SSB-PriA inh: inhibitors of Klebsiella pneumoniae PriA binding to SSB C-terminal tail, primary screen, biochemical, AlphaScreen | PriA–SSB C-terminal tail interaction (Klebsiella pneumoniae) | AlphaScreen SSBct-PriA binding, biotinylated peptide | inhibition, % at 33 µM | 0.6% of 430,000 active; in the data active = inhibition mostly above about 37%, no sharp cut-off; inactive = mostly below about 20%;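 note: plate controls were negative control peptide for no effect and reference peptide for full effect; strong numbers were not always called active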
* = called active by the depositor; & = joins results of further samples. Only part of the results is shown (hit frequency here may not be typical).

SMILES	SSB-PriA inh
O=C(Nc1ccc(S(=O)(=O)Nc2ncccn2)cc1)c1c[nH]c(=O)n(Cc2ccccc2F)c1=O	-17
Cc1ccc(N(C(=O)CCc2ccccc2)[C@@H]2C=CS(=O)(=O)C2)cc1C	-13
O=C(Cn1c(=O)n(Cc2cccs2)c(=O)c2ncccc21)NCc1ccccc1Cl	-16
O=C(NN=Cc1ccccc1O)C1SCCCS1	11
CCC(C)n1c(=O)c2ccccc2n(Cc2nc(-c3ccccc3)no2)c1=O (stereo not drawn)	-8
CCc1c(C)nc(SCC(=O)NCc2ccco2)[nH]c1=O	-10
CCOC(=O)c1c(NC(=O)CN2C(=O)c3ccccc3C2=O)sc2c1CCCC2	2
CN(c1ccccc1)S(=O)(=O)c1ccc(C(=O)Nc2nc(-c3cc(Cl)sc3Cl)cs2)cc1	-7&-3
COc1ccc(CC(=O)N2CCN(Cc3csc(-c4ccccc4)n3)CC2)cc1OC	3
Cc1csc(CN2CCN(C(=O)C(C)(C)Oc3ccc(Cl)cc3)CC2)n1	-2&2
CCN1CCCc2cc(CCNC(=O)NC(C)(C)C)ccc21	44*
Cc1nc2ccc(Br)cc2c(-c2ccccc2)c1C1=NN(C(=O)c2ccc(Br)o2)C(c2ccc(Br)cc2)C1 (stereo not drawn)	-14&-7
O=C(NCCOc1ccc(-c2ccco2)nn1)C1c2ccccc2Oc2ccccc21	-11
CCOC(=O)c1cnn2ccc(NC(=O)C3c4ccccc4Oc4ccccc43)cc12	-18
CC(=O)c1sc(NC(=O)c2cccc(S(=O)(=O)C(C)C)c2)nc1-c1ccccc1	2
Cc1ccc(S(=O)(=O)c2cnc(SCC(=O)Nc3ccccc3C(F)(F)F)nc2N)cc1C	-14
CCn1ncc(C=NNC(=O)COc2ccccc2)c1C	-1
Cc1ccc(C)c(-c2csc(NC(=O)c3ccc(N(C)C)cc3)n2)c1	-13&-8
Cc1nnc(C2CCN(CC(=O)Nc3ccc(F)c(Cl)c3)CC2)s1	3
Cc1cccn2cc(-c3cccc(NC(=O)C4CCN(c5ccc(=O)n(C)n5)CC4)c3)nc12	-4
O=C(NCCn1nc(-n2cncn2)ccc1=O)c1cc2ccccc2[nH]1	5
Cc1ccc(CN2CCN(N=Cc3ccc(C(=O)O)cc3)CC2)cc1	10
O=C(Nc1cccc(F)c1)c1csc(Nc2ccccc2)n1	-13&-4
COc1nn(C)cc1C(=O)N1CCC(Oc2ccc(C)nn2)CC1	-2
Cc1ccc(S(=O)(=O)Nc2nc(CC(=O)NCc3cccs3)cs2)cc1	-7
(list continues)
SMILES	SSB-PriA inh
Cc1cccc(NC(=O)COc2ccc(Br)cc2C=NO)c1	-8
CO[C@@H](CNC(=O)C(=O)Nc1cccnc1)c1cccc(F)c1	-1
COc1ccc(C=NNC(=O)CNS(=O)(=O)c2ccc(C)cc2)cc1	-22
COc1cccc(-c2csc(-n3nc(C)cc3NC(=O)c3ccc(C)c([N+](=O)[O-])c3)n2)c1	-10
O[C@H](COc1ccc2c(c1)CCC2)CN1CCN(Cc2ccc3c(c2)OCO3)CC1	10
O=C(CS(=O)(=O)c1ccc2c(c1)S(=O)(=O)N=CN2)N1CCN(c2ccc(F)cc2)CC1	-15
CCSc1nnc(NC(=O)CSc2nnc(CNC(=O)c3cccc([N+](=O)[O-])c3C)n2-c2ccc(F)cc2)s1	-5
COc1ccc(Cl)cc1C(=O)NCC(c1ccsc1)N1CCOCC1 (stereo not drawn)	-18
O=C1C(=O)N(CCN2CCOCC2)C(c2ccccn2)C1=C(O)c1ccc(F)cc1 (stereo not drawn)	-10
O=C(Cc1ccc(-n2c(=O)c3ccccc3n(Cc3ccccc3)c2=O)cc1)N1CCCCCC1	14
O=C1c2cccc3cccc(c23)C(=O)N1CCN1CCN(CC(O)COc2ccc(Cl)cc2Cl)CC1 (stereo not drawn)	4
Cc1noc(CNS(=O)(=O)c2ccc(Br)s2)n1	-17
NC(=O)C1CCN(c2ccc3cccc(OCc4c(F)cccc4Cl)c3n2)CC1	-8&2
Cc1ccccc1-c1noc(C[C@H]2CCCN(C(=O)c3cc4ccccc4s3)C2)n1	-6
COCCCN1C(=O)C(=O)C(=C(O)c2ccc(OC(C)C)cc2)C1c1ccncc1 (stereo not drawn)	-1
COc1ccc(Cl)cc1C(=O)NCC1CCN(c2nccnc2C#N)CC1	-14
CCOc1ccc(-c2cn3c(CC(=O)Nc4ccc(OC)cc4OC)csc3n2)cc1	-8
CCN1C(=O)/C(=C\c2ccc([N+](=O)[O-])o2)SC1=S	9
CCn1c(=NC(=O)c2ccc(Cl)s2)sc2cc(F)ccc21	-3
O=C(NCC1CCN(C2CCCC2)CC1)C1CCCCC1	-14
CCn1nnc2c(NCCc3c[nH]c4ccccc34)ncnc21	-2
COc1ccc(S(=O)(=O)CC(=O)Nc2nnc(-c3ccno3)o2)cc1	3
COc1cc(C=NNC(N)=O)cc(Br)c1OCc1ccccc1C	-12
Cc1nc(C(=O)NCCN2Cc3cc(Cl)ccc3OCC2=O)cs1	-11
NS(=O)c1cccc2cccnc12 (stereo not drawn)	25

Molecules above with an aryl thioether with sulfur outside any ring (3):
SMILES	SSB-PriA inh
CCc1c(C)nc(SCC(=O)NCc2ccco2)[nH]c1=O	-10
Cc1ccc(S(=O)(=O)c2cnc(SCC(=O)Nc3ccccc3C(F)(F)F)nc2N)cc1C	-14
CCSc1nnc(NC(=O)CSc2nnc(CNC(=O)c3cccc([N+](=O)[O-])c3C)n2-c2ccc(F)cc2)s1	-5

Another view of part of the listing above:
CCn1nnc2c(NCCc3c[nH]c4ccccc34)ncnc21
  SSB-PriA inh = -2

O=C(NCC1CCN(C2CCCC2)CC1)C1CCCCC1
  SSB-PriA inh = -14

CCOc1ccc(-c2cn3c(CC(=O)Nc4ccc(OC)cc4OC)csc3n2)cc1
  SSB-PriA inh = -8

O=C1c2cccc3cccc(c23)C(=O)N1CCN1CCN(CC(O)COc2ccc(Cl)cc2Cl)CC1 (stereo not drawn)
  SSB-PriA inh = 4

Next part:
SMILES	SSB-PriA inh
CCCCC(=NO)c1c[nH]c2ccccc12	5
CCOc1cc(-c2nnc(NC(=O)c3cc([N+](=O)[O-])cc([N+](=O)[O-])c3)o2)cc(OCC)c1OCC	-2
CCSc1ncc(C=NNc2ccc(F)cc2)n1C	24
Cc1csc(C(=O)NC2CCC(Oc3cnccn3)CC2)c1 (stereo not drawn)	1
COc1ccc(Nc2nc(N3CCCCCC3)nc3nccnc23)cc1	-49
CCOC(=O)c1c(-c2ccc(C)o2)csc1NC(=O)CN1CCCCC1C (stereo not drawn)	-5
Cc1cc(F)ccc1S(=O)(=O)NCC(c1ccccc1Cl)N(C)C (stereo not drawn)	-1
COc1cc(OC)cc(-c2nc(-c3nnn(-c4ccccc4)c3-c3ccncc3)no2)c1	-7
COc1ccc(-c2csc(NC(=O)c3cc(C)on3)n2)cc1	3
CC(O)(CNC(=O)c1ccc(Br)o1)c1cc2ccccc2o1 (stereo not drawn)	-2
CN(N=Cc1cccnc1)c1cnn(-c2ccc(F)c(Cl)c2)c(=O)c1Cl	-13
O=C(NCCNc1cc(-n2cccc2)ncn1)C1CCCC1	-12
COCCN1CCCc2ccc(NS(=O)(=O)c3ccc(C(C)(C)C)cc3)cc21	39*
COc1ccc(C(C)=NNC(=O)CNC(=O)/C=C/c2ccccc2OC)cc1	-2
Cc1ccc(C=NNC(=O)c2cccc(NC(=O)c3ccccc3C)c2)o1	7
NC(=O)C1CCN(CCOc2ccc(-c3[nH]ncc3-c3ccc(Cl)cc3)c(O)c2)CC1	7
CC(=NNC(=S)NCc1ccccc1)c1ccc(Br)cc1	5
Cc1ccsc1C=NNC(=O)c1c[nH]c2ccccc12	4
CCOC(=O)c1c(NC(=O)c2sc3nc(-c4ccccc4)ccc3c2N)sc2c1CCCC2	-24
COc1ccc(CCS(=O)(=O)NCC(c2cccn2C)N2CCCC2)cc1 (stereo not drawn)	6
CSC1CC2CCC(C1)N2C(=O)c1snnc1C (stereo not drawn)	-2
COc1ccc(Cl)cc1NC(=O)N1CCC(CSc2nccn2C)CC1	9
O=C(/C=C/c1ccco1)NC(=S)Nc1ccc(S(=O)(=O)N2CCc3ccccc32)cc1	-16
Cc1ccccc1Oc1ccc(S(=O)(=O)Nc2cccc(C(=O)O)c2)cc1	-11
CC1Cc2cc(C(O)=C3C(=O)C(=O)N(CCCn4ccnc4)C3c3ccc(Br)cc3)ccc2O1 (stereo not drawn)	4
Other records:
SMILES	SSB-PriA inh
Cc1nc(NC(=O)c2ccc(N3CCCCC3)nn2)sc1C(=O)N(C)C	48*
COc1ccc(-c2cn3c(C(=O)Nc4cccc(C)n4)csc3n2)cc1	-1
COc1cc(C=NNC(=S)NCCc2ccccc2)cc(OC)c1OC	2
COc1ccc(NC(=O)NCCn2ncccc2=O)cc1OC	-14
COc1ccc(N2CCN(C(=O)c3ccccc3C(F)(F)F)CC2)nn1	-9
Cc1cccc(-c2n[nH]c(=S)n2N=Cc2ccco2)c1	-7
CCOc1ccccc1N(CC(=O)NN=C(C)c1cccc(Br)c1)S(C)(=O)=O	-12
CC(=O)Nc1ccc(C=NNC(=O)c2cccs2)cc1	-10
COc1ccccc1NC(=O)c1ccc(CSc2nc(C)cc(=O)[nH]2)cc1	-7
COCC(=O)NCCn1ncc2c(N3CCOCC3)ncnc21	-7
Cc1cccc(NC(=O)c2ccc(/C=C3/SC(=S)N(C)C3=O)cc2)n1	-13
CCOC(=O)c1cc2c(=O)n3ccccc3nc2n(Cc2ccccc2)c1=NC(=O)c1cccc(OC)c1OC	-1
O=C(Nc1nc(-c2ccccc2)cs1)c1cc(Cl)ccc1[N+](=O)[O-]	34
CCOC(=O)CCC(=O)N1CCOC(c2ccccc2)C1 (stereo not drawn)	12
O=C(NC[C@@](O)(c1cccs1)C1CC1)c1ccc2nsnc2c1	-7
CCOC(=O)c1c(-c2ccccc2)csc1NC(=O)CCSc1nnc(C)s1	-13
CC(C)(C)c1cc(C(=O)NN=Cc2ccc(O)cc2)n(-c2ccccc2)n1	0
Clc1cccc(C=NN2CCN(Cc3ccccc3)CC2)c1	14
CCOC(=O)c1csc(NC(=O)c2cc(C)on2)n1	-4
O=C(NN=Cc1ccccn1)c1cccc(NC(=O)c2ccc(Cl)cc2)c1	-10
O=C(Cn1ccc2ccccc21)NC(c1cccnc1)C1CCOCC1 (stereo not drawn)	-7
Cc1cc(C)c2nc(-n3nc(C)cc3NC(=O)c3ccc(S(=O)(=O)N(C)C4CC4)cc3)sc2c1	-9
O=C(c1ccccc1)N1CCC(CN2C(=O)CNC2=O)CC1	3
Cc1c(NC(=S)Nc2ccc3c(c2)OCO3)c(=O)n(-c2ccccc2)n1C	-1
Cn1cc(C(=O)NCCn2nc(C(F)(F)F)n(C)c2=O)nn1	-17

Taken from the listing for reference:
SMILES	SSB-PriA inh
O=C(Cn1ccc2ccccc21)NC(c1cccnc1)C1CCOCC1 (stereo not drawn)	-7
Cc1cc(C)c2nc(-n3nc(C)cc3NC(=O)c3ccc(S(=O)(=O)N(C)C4CC4)cc3)sc2c1	-9
O=C(c1ccccc1)N1CCC(CN2C(=O)CNC2=O)CC1	3
Cc1c(NC(=S)Nc2ccc3c(c2)OCO3)c(=O)n(-c2ccccc2)n1C	-1
Cn1cc(C(=O)NCCn2nc(C(F)(F)F)n(C)c2=O)nn1	-17

Ordered by molar mass (lowest first): three of the compounds above
SMILES	SSB-PriA inh
CCOC(=O)c1csc(NC(=O)c2cc(C)on2)n1	-4
CC(=O)Nc1ccc(C=NNC(=O)c2cccs2)cc1	-10
CCOC(=O)c1cc2c(=O)n3ccccc3nc2n(Cc2ccccc2)c1=NC(=O)c1cccc(OC)c1OC	-1

(listing goes on)
SMILES	SSB-PriA inh
Cn1nc(CNC(=O)Cc2ccccc2Cl)c2c1CCOC2	3
O=C(Nc1nnc(-c2cc(Cl)sc2Cl)o1)c1ccc2c(c1)OCO2	-14&2
COc1ccc(NC(=O)c2ccc3noc(-c4ccc(Cl)cc4)c3c2)cc1	-5
O=C(Nc1ncc(Cc2ccccc2)s1)c1cccc([N+](=O)[O-])c1	14
COc1ccc(-c2cc(=O)n(CC(=O)NCc3cccs3)cn2)cc1	-13&-10
COc1cccc(-c2csc(-n3nc(C)cc3NC(=O)c3ccccc3Br)n2)c1	-14
CCCC(=O)N1CCN(c2oc(-c3ccc(COc4ccccc4C)o3)nc2C#N)CC1	-12
O=C(NCCCc1ccccc1)C1(c2cccs2)CCCC1	-39
CCS(=O)(=O)c1ccccc1C(=O)Nc1ccc(Br)cc1C(=O)c1ccccc1	11
COC(=O)c1ccc(COc2ccccc2C=NNC(=O)c2cccnc2)cc1	-5
CC(=NNC(=O)CCC1C(=O)NN=C1C)c1ccc(Cl)cc1 (stereo not drawn)	0
O=C(CSc1cn(Cc2cccc(F)c2)c2ccccc12)Nc1ccc(OC(F)(F)F)cc1	-3
CSc1ccccc1C(=O)NCCC(O)c1ccc2c(c1)OCO2 (stereo not drawn)	-14
Cc1ccc(C=NNC(=O)c2cc(C3CC3)nc3ccccc23)o1	14
Cc1[nH]c2ccccc2c1C(=O)C(=O)NCc1cc(-c2cccs2)on1	9
COC(=O)c1ccc(NC(=O)CCCn2nc(-c3ccc(C)cc3)ccc2=O)cc1	-3
O=C(NC[C@H]1CCCN1c1nc2ccccc2o1)c1ccc(-n2cccc2)cc1	29*
O=C(Cn1cnc2ccccc21)NCc1ccccc1-c1ccsc1	0
CC[C@@H](C(=O)OC)n1cnc2c(cnn2-c2ccc(F)cc2)c1=O	-7
Oc1ccc(C=NNc2ccc(C(F)(F)F)cn2)cc1O	8
COC(=O)c1c(NC(=O)CC2SC(=N)NC2=O)sc2c1CCC(C)C2 (stereo not drawn)	5
O=S(=O)(CCCOc1ccc2c(c1)OCO2)NC1CCCC1	-8
CCn1ccnc1CN1CCCC[C@@H]1C	-11
CCc1ccc(OCC(=O)NN=Cc2ccc(OS(=O)(=O)c3ccc(C)cc3)c(OC)c2)cc1	12
O=C(NCCn1ncc2c(=O)n(Cc3cccc4ccccc34)cnc21)C1(c2ccc(Cl)cc2)CCCC1	2
O=C(CS(=O)(=O)Cc1ccccc1)Nc1ccc2c(c1)C(=O)NC2=O	2
O=C(c1cccc(C(F)(F)F)c1)N1CC(S(=O)(=O)c2ccc(Cl)cc2)C1	5

High-throughput results as filed in PubChem.
